HRas wt GTP bind = modulators of GTP binding to HRas wildtype, primary screen, biochemical, bead-based flow cytometry, multiplex. GST-Ras wt beads, Bodipy-FL-GTP binding; actives lie on both sides. AID 759, 2007. 190,000 tested, 0.14% active. GTP binding activity, % at 10 µM. GTPase HRas (Homo sapiens), P01112;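 active = GTP binding activity at least 20% away from the 100% baseline, either lowered as inhibitor or raised as activator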;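 also: 0% = unlabeled GTP competition control and 100% = no-compound control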
Target sequence (P01112 whole entry, looked up): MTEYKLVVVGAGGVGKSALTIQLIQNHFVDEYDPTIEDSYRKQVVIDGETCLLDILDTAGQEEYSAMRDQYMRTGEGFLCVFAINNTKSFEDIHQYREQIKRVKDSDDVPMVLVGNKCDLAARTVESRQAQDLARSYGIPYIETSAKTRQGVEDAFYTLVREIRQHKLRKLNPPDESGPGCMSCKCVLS
Mcl1 Noxa PPI = Mcl-1/Noxa binding inhibitors, primary screen, biochemical, TR-FRET, 1536-well | Induced myeloid leukemia cell differentiation protein Mcl-1 (Homo sapiens), Q07820 | TR-FRET Mcl-1/Noxa peptide binding, 2 h | inhibition, % at 21.7 µM | 220,000 tested, 1.5% active;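 active = compounds that cut the protein-peptide binding signal by more than 50% relative to plate controls in a single-dose test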;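 also: His-tagged Mcl-1 with rhodamine Noxa BH3 peptide and terbium anti-His antibody; 0% = Mcl-1 plus Noxa peptide wells and 100% = peptide-only wells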
Target sequence (Q07820 whole entry, looked up): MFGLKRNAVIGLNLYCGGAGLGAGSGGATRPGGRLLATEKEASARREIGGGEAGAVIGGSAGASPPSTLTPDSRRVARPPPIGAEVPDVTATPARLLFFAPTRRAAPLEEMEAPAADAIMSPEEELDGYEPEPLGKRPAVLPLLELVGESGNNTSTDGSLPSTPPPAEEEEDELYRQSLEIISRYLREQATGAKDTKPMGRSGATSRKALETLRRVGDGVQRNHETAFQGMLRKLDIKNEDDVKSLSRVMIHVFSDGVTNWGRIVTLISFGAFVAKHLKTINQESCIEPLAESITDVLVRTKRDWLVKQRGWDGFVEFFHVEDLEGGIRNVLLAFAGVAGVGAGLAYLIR
Rab7 wt modul = modulators of GTP binding to Rab7, primary screen, biochemical, wildtype, multiplex bead flow cytometry; Rab7 GTPase wild type (dog), Bodipy-FL-GTP binding; GST-Rab7 beads, fluorescent GTP binding; actives lie on both sides; untreated = 100%, excess cold GTP = 0%; GTP binding activity (percent of control), % at 10 µM; 190,000 tested, 0.055% active; AID 758, 2007;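 active = fluorescent GTP binding to Rab7 beads changed by at least 20 points from the 100% baseline, either direction, mostly lower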;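 also: median green fluorescence of bound Bodipy-FL-GTP per Rab7 bead population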
Mcl1 Bid PPI = Mcl-1/Bid binding inhibitors, primary screen, biochemical, TR-FRET, 1536-well. Induced myeloid leukemia cell differentiation protein Mcl-1 (Homo sapiens), Q07820. TR-FRET Mcl-1/Bid-Dy647 peptide binding. inhibition, % at 21.7 µM. 220,000 tested, 0.97% active. AID 1021, 2008;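 active = compounds that cut the binding signal by more than half at the single screening dose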;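 also: His-tagged Mcl-1 with europium anti-His antibody binding Bid BH3 peptide; 0% = Mcl-1 plus peptide wells and 100% = peptide-only wells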
RGS8-Gao = RGS8-Galphao binding modulators, primary screen, biochemical, multiplexed bead flow cytometry; Guanine nucleotide-binding protein G(o) subunit alpha (Homo sapiens), P09471; actives lie on both sides; AID 1423, 2008; 220,000 tested, 0.34% active; response (percent of control binding), % at 10 µM; in the data active = response below about 60% or above about 140%; inactive = in between;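 also: Galphao activated as the GDP aluminium fluoride complex binding bead-coupled RGS8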
Target sequence (P09471 whole entry, looked up): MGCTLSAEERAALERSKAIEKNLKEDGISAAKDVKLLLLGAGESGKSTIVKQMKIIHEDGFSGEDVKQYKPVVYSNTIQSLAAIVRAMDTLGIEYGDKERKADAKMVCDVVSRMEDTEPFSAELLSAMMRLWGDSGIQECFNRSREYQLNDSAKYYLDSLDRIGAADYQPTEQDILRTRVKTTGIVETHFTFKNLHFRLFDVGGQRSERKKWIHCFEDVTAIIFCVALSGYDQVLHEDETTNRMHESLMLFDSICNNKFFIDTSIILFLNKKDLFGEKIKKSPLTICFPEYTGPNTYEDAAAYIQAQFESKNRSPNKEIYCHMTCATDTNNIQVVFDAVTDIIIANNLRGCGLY
Bim-Mcl-1 = inhibitors of Bim peptide binding to Mcl-1, primary screen, biochemical, bead-based flow cytometry, multiplex. Induced myeloid leukemia cell differentiation protein Mcl-1 (Homo sapiens), Q07820. Bim peptide-Mcl-1 binding. inhibition, % at 10 µM. 190,000 tested, 0.1% active; in the data active = inhibition above about 40%;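 also: 0% = no compound tracer wells and 100% = peptide blocker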
Rac1 act GTP bind = GTP binding modulators of activated mutant Rac1, primary screen, biochemical, bead-based flow cytometry, multiplex, fluorescent GTP; Ras-related C3 botulinum toxin substrate 1 (Homo sapiens), P63000; GST-Rac1 activated beads; actives lie on both sides; 100% means binding = to untreated wells; percent activity (GTP binding), % at 10 µM; 190,000 tested, 0.11% active; AID 764, 2007;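 active = GTP binding at least 20 percentage points away from the 100% baseline, in either direction, so actives lie on both sides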
Rac1 wt modul = wildtype Rac1 GTP binding modulators, primary screen, biochemical, GST-Rac1 beads, flow cytometry, multiplex; Ras-related C3 botulinum toxin substrate 1 (Homo sapiens), P63000; fluorescent GTP binding; actives lie on both sides; 0 = cold GTP competed, 100 = untreated; GTP binding activity (% of control), % at 10 µM; 190,000 tested, 0.27% active; AID 757, 2007;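 active = GTP binding activity at least 20 points away from the 100% control level, either lower or higher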
Pf gamet viab = late stage P. falciparum gametocyte viability inhibitors, primary screen, ATP luminescence, HTS | P. falciparum stage V gametocytes, 24 h | inhibition, % at 10.9 µM | 150,000 tested, 0.065% active | AID 743093, 2013;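 active = inhibition above the mean plus 3 SD of compounds within the control limits, set per campaign, cut at about 38% in these data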;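 also: 0% = DMSO wells and 100% = medium only without gametocytes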
Cdc42 wt GTP = modulators of GTP binding to wildtype Cdc42, primary screen, biochemical, multiplex bead flow cytometry, Bodipy-GTP; GST-Cdc42 beads; actives lie on both sides; 190,000 tested, 0.2% active; Cell division control protein 42 homolog (Homo sapiens), P60953; AID 761, 2007; percent activity (GTP binding), % at 10 µM;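 active = percent activity GTP binding at least 20 points away from the 100% baseline, either down as inhibitor or up as activator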;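 also: median bead fluorescence of bound Bodipy-FL-GTP at 100 nM; 0% = excess unlabeled GTP control and 100% = no compound control; below 100% means less GTP binding so inhibitor and above means activator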
Target sequence (P60953 whole entry, looked up): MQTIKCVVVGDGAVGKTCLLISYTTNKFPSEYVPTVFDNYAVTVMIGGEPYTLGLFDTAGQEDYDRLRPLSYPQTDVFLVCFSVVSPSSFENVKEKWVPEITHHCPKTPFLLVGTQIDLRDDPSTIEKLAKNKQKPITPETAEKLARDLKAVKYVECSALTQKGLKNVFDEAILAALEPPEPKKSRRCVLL
Rab2A wt mod = modulators of GTP binding to Rab2A wildtype, primary screen, biochemical, dog, bead-based flow cytometry, multiplex; Ras-related protein Rab-2A (Canis lupus familiaris), P61105; GST-Rab2 wt beads, Bodipy-GTP binding; GTP binding activity, % at 10 µM; 190,000 tested, 0.19% active;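 active = GTP binding activity at least 20 points away from 100%, either lowered or raised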;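 also: 0% = beads with excess unlabeled GTP and 100% = no-compound control corrected for plate trend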
The depositor's hits bear a star; . = not tested or not shown.

SMILES	HRas wt GTP bind	Mcl1 Noxa PPI	Rab7 wt modul	Mcl1 Bid PPI	RGS8-Gao	Bim-Mcl-1	Rac1 act GTP bind	Rac1 wt modul	Pf gamet viab	Cdc42 wt GTP	Rab2A wt mod
CCOC(=O)CNC(=O)CSc1ncnc2c1cnn2Cc1ccccc1	98	7	95	-40	96	0	98	99	-10	101	97
N#CCCN(Cc1cccnc1)C(=S)NCc1ccco1	94	16	91	-25	96	2	91	96	.	95	95
CNS(=O)(=O)c1cccc(C(=O)OCC(=O)c2cc3ccccc3o2)c1	90	-5	91	3	103	4	94	94	-8	95	93
CSc1cnc2c(=O)[nH]c(=O)n(C)c2n1	100	10	101	16	97	-2	97	105	-4	102	98
CN(Cc1ccccc1)S(=O)(=O)c1ccc(S(=O)(=O)N(Cc2ccc(F)cc2)C2CCCC2)cc1	103	8	103	-5	98	-1	102	107	.	104	105
COc1cc(C2CC(=O)c3cnc(NC(=O)COc4ccccc4)nc3C2)cc(OC)c1OC (stereo not given)	98	7	97	-2	100	-1	97	100	.	98	96
Cc1cccc(CN(C(=S)Nc2c(C)cccc2C)c2cccnc2)c1	94	9	99	-21	103	-3	92	89	8	94	92
C=CCSc1nc2ccccc2c(=O)n1Cc1ccccc1	94	-1	99	0	101	-2	94	100	5	95	97
CS(=O)(=O)N1CCN(c2ccc(NC(=O)COc3ccccc3)cc2)CC1	98	2	108	-43	97	0	96	94	-8	105	97
Nc1c(C(=O)c2ccccc2)oc2ccccc12	101	9	97	-30	81	1	100	105	.	101	101
CC(=O)N=c1sc(C(C)(C)C)c(C)n1C	101	2	98	-22	101	2	100	105	.	103	100
Cc1nnc(SCc2cc(=O)[nH]c(Nc3nc(C)c4cc(C)c(C)cc4n3)n2)s1	102	-10	96	-153	102	.	99	105	-24	100	100
Cc1ccc(C)c(SCC(=O)Nc2nnc(-c3ccccc3)o2)c1	100	-14	101	-34	105	-3	97	100	.	98	101
CCOc1ccc(C(=O)OCC(=O)Nc2cc(C)on2)cc1OCC	104	3	101	-14	101	0	100	105	-8	106	102
CN1CCN(CCC(=O)N/N=C/c2cc([N+](=O)[O-])ccc2OC(F)F)CC1	97	-6	101	-44	102	1	95	96	17	95	97
CCN1CCN(C(=O)C2CC(c3ccc(F)cc3)=NO2)CC1 (stereo not given)	103	10	100	-1	103	-1	99	106	.	103	103
COc1ccc(OC)c(S(=O)(=O)N2CCN(C)CC2)c1	99	10	100	2	100	-3	99	101	-1	98	98
Cc1ccc2c(c1)-c1c(ssc1=S)C(C)(C)N2C(=O)CSc1nncn1C	107	2	100	-50	98	-2	104	108	.	107	103
O=C(NCc1ccco1)c1cnn2c1NC(c1ccc(Br)cc1)CC2C(F)(F)F (stereo not given)	102	7	98	-14	98	-4	98	96	-6	101	101
O=S(=O)(NC1CC2CCC1C2)c1ccc(Br)s1 (stereo not given)	100	-17	99	4	99	0	97	96	1	98	98

Six of the entries above in order of the Cdc42 wt GTP value, ascending.
Compound	HRas wt GTP bind	Mcl1 Noxa PPI	Rab7 wt modul	Mcl1 Bid PPI	RGS8-Gao	Bim-Mcl-1	Cdc42 wt GTP	Rab2A wt mod
CN1CCN(CCC(=O)N/N=C/c2cc([N+](=O)[O-])ccc2OC(F)F)CC1	97	-6	101	-44	102	1	95	97
Cc1ccc(C)c(SCC(=O)Nc2nnc(-c3ccccc3)o2)c1	100	-14	101	-34	105	-3	98	101
Cc1nnc(SCc2cc(=O)[nH]c(Nc3nc(C)c4cc(C)c(C)cc4n3)n2)s1	102	-10	96	-153	102	.	100	100
O=C(NCc1ccco1)c1cnn2c1NC(c1ccc(Br)cc1)CC2C(F)(F)F (stereo not given)	102	7	98	-14	98	-4	101	101
CCN1CCN(C(=O)C2CC(c3ccc(F)cc3)=NO2)CC1 (stereo not given)	103	10	100	-1	103	-1	103	103
Cc1ccc2c(c1)-c1c(ssc1=S)C(C)(C)N2C(=O)CSc1nncn1C	107	2	100	-50	98	-2	107	103

Additional results follow.
SMILES	HRas wt GTP bind	Mcl1 Noxa PPI	Rab7 wt modul	Mcl1 Bid PPI	RGS8-Gao	Bim-Mcl-1	Rac1 act GTP bind	Rac1 wt modul	Pf gamet viab	Cdc42 wt GTP	Rab2A wt mod
COc1ccc(NC(=S)N/N=C/c2ccc(F)cc2)cc1OC	94	10	92	-38	107	0	95	95	8	95	93
Cn1c(=O)c2cc(S(=O)(=O)NC(C(=O)NCc3cccnc3)c3ccccc3)ccc2n(C)c1=O (stereo not given)	97	14	99	-33	94	-2	95	96	.	96	100
O=C(Nc1ccccc1)c1ccc(OC(=O)c2cc3ccccc3o2)cc1	98	-6	95	-2	99	2	99	103	-29	101	97
CCOC(=O)c1ccc2nc(NC(=O)c3cccs3)sc2c1	100	-61	102	23	104	-5	102	107	.	103	103
O=C(Oc1ccc(Br)cc1C(=S)N1CCCC1)c1ccccc1Cl	97	.	93	-18	102	0	93	94	11	96	92
CCC(=O)NC(NCC1CCCO1)C(Cl)(Cl)Cl (stereo not given)	104	-8	102	2	100	1	98	104	.	103	104
Cc1cc(NC(=O)CCC2CCCC2)no1	100	-7	101	-23	102	-3	97	105	10	101	100
COC(=O)c1c(NC(=O)CC2SC(N)=NC2=O)sc2c1CCC(C)C2 (stereo not given)	102	18	104	-4	116	0	101	101	2	99	101
C1CCC(OCCN2CCN(CCOC3CCCCC3)CC2)CC1	100	5	101	-15	98	0	100	102	-49	99	101
Nc1ccc(S(=O)(=O)c2ccc(Cl)cc2)cc1	99	19	101	-15	99	-7	102	110	.	105	104
O=C(CCN1C(=O)CSC1=O)Nc1ccc(Br)cc1	98	3	98	2	110	16	96	102	.	96	97
O=C(O)c1ccc(NS(=O)(=O)/C=C/c2ccccc2)cc1O	98	10	96	2	103	-1	98	99	.	97	97
CCc1ccc(NC(=O)CC2C(=O)N(c3ccc(C)cc3)C(=O)N2C2CC2)cc1 (stereo not given)	93	-2	99	3	108	0	93	88	-24	93	92
O=[N+]([O-])c1ccc(N2CCN(C(=S)Nc3cccc(F)c3)CC2)cc1	94	6	97	-50	96	4	94	93	1	91	97
CC(=O)Nc1ccc(S(=O)(=O)N2CCC(NC(=O)C(Cc3cccn3C)NC(C)=O)CC2)cc1 (stereo not given)	99	16	96	-92	96	0	99	100	.	101	97
O=C(CCn1c2c(c3ccccc31)CCCC2)NNC(=O)c1ccc(Cl)c([N+](=O)[O-])c1	98	18	95	15	110	23	99	99	-3	96	98
CCOC(=O)C1CCN(C(=O)/C=C/c2cc(OC)c(OC)c(OC)c2)CC1	102	14	97	-24	101	-8	102	104	.	104	101
CCC(=O)Nc1sc(Cc2ccccc2)c(C)c1C(N)=O	97	13	95	-59	105	-1	101	102	.	96	98
CO/N=C/NC(=O)c1ccc([N+](=O)[O-])c(CS(=O)(=O)c2ccc(Cl)cc2)c1	97	65*	95	-7	96	-1	96	96	-17	98	94
CCN1CCCC1CNC(=O)CSc1cc(=O)n(C)c2cc(Cl)ccc12 (stereo not given)	100	12	95	-4	94	-6	98	98	.	99	98
O=C(c1cccc2ccccc12)N1CCN(CC2CC=CCC2)CC1 (stereo not given)	98	48	101	33	106	1	97	99	-7	98	97
CCc1ccc(NC(=O)CCn2c(=O)oc3ccccc32)cc1	103	27	105	5	102	-8	97	106	8	102	102
Oc1ccccc1C1=Nc2nc3ccccc3n2C(c2ccccc2)C1 (stereo not given)	99	-9	99	-13	102	-2	98	102	-17	99	97
COc1ccc(CC(=O)NCc2n[nH]c(=S)n2-c2ccccc2OC)cc1	95	23	99	-36	103	-4	94	88	16	93	96
CCOc1cc(/C=N\NC(=O)c2ccc(NC(=O)C(C)(C)C)cc2)ccc1OC(=O)c1cccc(C)c1	100	-2	100	-17	99	-3	99	103	.	101	100
CCn1nnnc1SCC(=O)Nc1ccc(OCc2ccccc2)cc1	102	4	104	-15	101	-4	99	105	.	107	104
CSc1ccc(C(=O)C2CCCN(C(=O)Cc3nonc3C)C2)cc1 (stereo not given)	98	-5	95	-3	104	-1	96	98	-4	94	95
Cn1c(SCc2nc(-c3ccc(Br)cc3)no2)nnc1-c1ccco1	99	14	98	2	100	0	97	97	18	98	99
Cc1ccc(-n2nc(C)c(C(C)(O)C(F)(F)F)c2N)cc1 (stereo not given)	99	12	93	-41	99	-26	99	104	-3	98	99
CCC(=O)Nc1cccc(NC(=O)CSc2nnc(C(C)C)n2CC)c1	101	12	96	7	104	-4	98	99	13	100	99
O=C(c1cc2ccccn2n1)N1CCCC1	98	14	99	-18	102	-2	99	101	.	101	99
O=C(O)COc1ccc(Cl)cc1CO	101	4	98	7	100	1	96	100	.	101	102
CC1(C)Cc2c(sc3nnn(Cc4ccccc4)c(=O)c23)CO1	98	-15	102	-25	78	-9	98	100	-16	101	98
O=C(CSCc1c(F)cccc1Cl)NCC1CCCO1 (stereo not given)	99	1	98	-24	103	-1	100	102	.	102	98
Cc1cccc(NNC(N)=S)c1C	99	25	97	-54	99	-1	98	103	-12	98	97
CC1CCN(c2ccc(NC(=S)NC(=O)c3ccc(-c4cccc([N+](=O)[O-])c4)o3)cc2)CC1	102	7	100	-34	99	-2	100	104	.	103	101
O=C(Nc1nnc(-c2ccc3c(c2)CCCC3)o1)C1CCCCC1	106	-2	102	-19	99	-2	102	110	.	107	104
O=C(CN1CCN(C/C=C/c2ccccc2)CC1)NCc1ccccc1	100	-1	104	-20	100	-1	93	95	10	105	99

Quoted at random: four entries already listed.
SMILES	HRas wt GTP bind	Mcl1 Noxa PPI	Rab7 wt modul	Mcl1 Bid PPI	RGS8-Gao	Bim-Mcl-1	Rac1 act GTP bind	Rac1 wt modul	Pf gamet viab	Cdc42 wt GTP	Rab2A wt mod
O=C(Nc1ccccc1)c1ccc(OC(=O)c2cc3ccccc3o2)cc1	98	-6	95	-2	99	2	99	103	-29	101	97
Nc1ccc(S(=O)(=O)c2ccc(Cl)cc2)cc1	99	19	101	-15	99	-7	102	110	.	105	104
C=CCSc1nc2ccccc2c(=O)n1Cc1ccccc1	94	-1	99	0	101	-2	94	100	5	95	97
Nc1c(C(=O)c2ccccc2)oc2ccccc12	101	9	97	-30	81	1	100	105	.	101	101

High-throughput results (PubChem)
